SIAH1 antagonists – blockers of Siah-1 interaction with plectin peptide – biochemical, fluorescence polarization, rhodamine-plectin, uHTS, primary screen (AID 1817). Siah-1 / rhodamine-plectin peptide fluorescence polarization; higher % means a stronger effect. displacement, % at 20 µM, or IC50 in µM where a hit was titrated. 290,000 tested, 0.02% active;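 active = displacement of at least 50% at 20 µM, with a fluorescence ratio check between 0.3 and a set limit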;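 note: plate controls were Siah plus tracer with DMSO for no effect and tracer alone without Siah for full effect; strong numbers were not always called active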
XIAP antagonists – small molecules displacing peptide from XIAP – biochemical, IAP family, fluorescence polarization (AID 1018). XIAP BIR domain, fluorescence polarization peptide displacement; higher % means a stronger effect. displacement, % at 20 µM, or IC50 in µM where a hit was titrated. 200,000 tested, 0.007% active; in the data active = displacement above about 50%; note: a part of the inactive calls stands beside numbers as strong as those of hits
M1AAP inhibition – malaria alanyl aminopeptidase activity blockers – biochemical, fluorogenic H-Leu-NHMec substrate, 1536-well (AID 1445); 220,000 tested, 0.42% active; inhibition, % at 30 µM; hits with a dose series show IC50 in µM; recombinant M1AAP, H-Leu-NHMec fluorogenic kinetic assay; higher % means a stronger effect;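 active = primary inhibition above the hit cutoff, then over 50% inhibition at one or more dose response concentrations, cut at about 23% in these data, passing the limit was not always enough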;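 note: plate controls were DMSO full reaction for no effect and no enzyme background for full effect; strong numbers were not always called active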
TNAP activators – stimulation of alkaline phosphatase TNAP activity – biochemical, luminescent, no phosphate acceptor, uHTS, primary screen (AID 1001); activation fold at 20 µM, or EC50 in µM where a hit was titrated; purified TNAP, luminescent activation assay, no phosphate acceptor; higher activation fold means a stronger effect; 200,000 tested, 0.03% active; in the data active = activation fold from about 3, or a potency from the dose series; inactive = the rest, 99 in 100 with activation fold below about 1.6; note: many of its hits are not listed in these tables
PMI inhibition – human PMI inhibitors, high substrate, primary screen, biochemical, fluorescence intensity, high mannose 6-phosphate (AID 1220). inhibition, % at 20 µM, or IC50 in µM where a hit was titrated. recombinant PMI enzyme, coupled fluorescence intensity; higher % means a stronger effect. 190,000 tested, 0.66% active
K1F lysis inhibition – protection from phage-mediated lysis, alamar blue read-out – E. coli UTI89, K1F phage, bacterial capsule biogenesis inhibitors (AID 488966); one-dose inhibition, % at 100 µM; IC50 in µM for titrated hits; E. coli UTI89 K1F phage lysis, alamar blue, 2 h; higher % means a stronger effect; 340,000 tested, 0.02% active;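 active = phage lysis inhibition, versus mean bacterial control, above a set limit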;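 note: capsule biogenesis inhibitors block K1F phage lysis so surviving cells raise fluorescence; higher fluorescence means more inhibition of phage lysis; actives were called in the ten point dose series up to 300 µM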
PMI inhibitors – MPI enzyme activity inhibition – biochemical, fluorescence intensity, coupled assay, primary screen (AID 1209) | purified PMI enzyme, coupled fluorescence intensity; higher % means a stronger effect | one-dose inhibition, % at 20 µM; IC50 in µM for titrated hits | 190,000 tested, 0.42% active;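 note: plate controls were DMSO vehicle for no effect and wells lacking substrate for full effect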
P. falciparum M17LAP – P. falciparum M17LAP inhibitors, primary screen, biochemical, fluorogenic H-Leu-NHMec substrate, 1536-well (AID 1619). recombinant M17LAP, H-Leu-NHMec fluorogenic kinetic assay; higher % means a stronger effect. one-dose inhibition, % at 30 µM; IC50 in µM for titrated hits. 220,000 tested, 0.38% active;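 active = compound inhibiting the enzyme by more than half at any dose during confirmatory dose-response retesting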;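 note: plate controls were full reaction with DMSO carrier for no effect and no enzyme background for full effect; strong numbers were not always called active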
Lipid droplet – modulators of hepatic lipid droplet formation; AML12 mouse hepatocytes, oleate lipid droplets, BODIPY imaging; inhibition, % at 6.5 µM; 240,000 tested, 0.4% active;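 active = lipid droplet intensity inhibited by at least 50%, with more than 500 cells counted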
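Assay system: AML12 hepatocytes (mouse); Probe or stimulus: oleic acid at 100 µM to induce lipid droplet formation; Dosing: compound at 6.5 µM only; Schedule: compound with oleate, overnight; Detection: fluorescence imaging, 20x objective, two fields per well; Measure: % inhibition of lipid droplet signal.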
Lipid droplet cells 6.5 µM – further read-out of Lipid droplet, marked with its call; cell count; measured here: cell count, cytotoxicity flag;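 cells counted across two imaged fields per well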
* marks the source's active call; other numbers are inactive results; . = not tested or not shown; [ ] = another dose, or the depositor's remark. Cut-off read from the data, not from the text of the source, unless noted: active = inhibition above about 50%; inactive = the rest.

Values in the order: XIAP antagonists | PMI inhibition | P. falciparum M17LAP | Lipid droplet | Lipid droplet cells 6.5 µM | TNAP activators | PMI inhibitors | K1F lysis inhibition | M1AAP inhibition | SIAH1 antagonists
Cc1ccc(N(CC(O)Cn2nc(C)cc2C)S(=O)(=O)c2ccc3ccccc3c2)cc1 (stereo not given)
    -5.5% | 3% | 2% | -31 | 659 | 1.3 | 16% | 4.1% | -1% | 2%
CC(=O)c1c(C)[nH]c(=S)c(C#N)c1-c1ccc(Cl)cc1
    . | . | -5% | -3 | 733 | . | . | . | -3% | 13%
CCOC(=O)N1CCN(c2c(NCCCN3CCCC(C)C3)c(=O)c2=O)CC1 (stereo not given)
    -1.6% | 8% | 6% | . | . | 1.1 | 4% | 0.2% | 3% | -2%
Oc1cccc2cnccc12
    . | . | 2% | 19 | 591 | . | . | 0.9%[50 µM] | 2% | 2%
COc1n[nH]c(C(=O)NCc2ccccc2)c1[N+](=O)[O-]
    -7.7% | 4% | 16% | 8 | 668 | 1.1 | 2% | 0.1% | 7% | 18%
CCOC(=O)c1sc(Nc2cccc(C)c2C)nc1C
    -3.3% | 16% | -4% | . | . | 1.1 | 23% | . | 2% | -1%
O=S(=O)(c1ccc(Br)s1)N1CCCCC1
    -6.0% | 4% | 13% | -4 | 599 | 1 | 9% | 0.2% | 2% | 2%
Cc1cc(-c2ccccc2)nc(N(C)NC(=O)c2c(F)cccc2F)c1S(C)(=O)=O
    -5.5% | -1% | -2% | 3 | 799 | 1.1 | -2% | 1.2% | 3% | -1%
CCC1(c2ccc(F)cc2)NC(=O)N(CC(=O)Nc2ccc(C)c(S(=O)(=O)N3CCOCC3)c2)C1=O (stereo not given)
    20% | -7% | 1% | 9 | 659 | 1.2 | -6% | 0.4% | -1% | 2%
Cc1cc(C)n(-c2cc(C(C)(C)C)nc3c(-c4ccccc4)cnn23)n1
    . | . | -1% | 38 | 713 | . | . | -0.6% | 0% | 0%
O=C1N/C(=N/N=C/c2ccccc2)SC1(c1ccccc1)c1ccccc1
    -1.9% | 7% | -9% | 3 | 684 | 1.1 | 8% | 3.6% | 0% | -2%
CN(C)/C=C(\C=O)c1c(Cl)cccc1Cl
    0.5% | -1% | -2% | 1 | 681 | 1.1 | 2% | 0.2% | -5% | 14%
O=C(NCCc1ccccc1)Nc1ccc2c(c1)OCO2
    -2.1% | 0% | 4% | 5 | 615 | 1.5 | 1% | 0.4% | 18% | -6%
O=C1CCc2cc(S(=O)(=O)NC(Cc3ccccc3)C(=O)N3CCN(c4ccccn4)CC3)ccc2N1 (stereo not given)
    -0.9% | -8% | 0% | 0 | 711 | 1.1 | -8% | -0.8% | 8% | -4%
CCN(CC)S(=O)(=O)c1ccc(OC)c(NC(=O)c2ccc3c(c2)OCO3)c1
    -9.1% | 3% | 10% | -2 | 668 | 0.9 | -6% | 0.3% | 12% | 0%
Cc1nc2ccccc2c(=O)n1NC(=O)C1CC1C (stereo not given)
    -9.0% | -4% | 7% | 1 | 723 | 1 | -13% | -0.2% | 9% | 1%
O=C(CN1CCOCC1)N/N=C/C=C/c1ccccc1
    -4.5% | -5% | -6% | -3 | 708 | 1.1 | -3% | -0.3% | -19% | 2%
O=C(NCc1ccco1)c1cccc(S(=O)(=O)N2CCOCC2)c1
    -5.4% | -11% | -1% | . | . | 1.2 | -7% | 0.1% | 4% | 3%
O=C(NNc1ccccc1[N+](=O)[O-])Nc1cccc(Cl)c1
    . | . | 4% | -4 | 696 | . | . | 0.6% | -3% | -2%
Cn1nnc2cc(C(=O)Nc3ccc4ccccc4c3)ccc21
    -5.9% | -1% | . | 13 | 613 | 1.1 | 1% | 0.2% | . | 12%
CN1C(C(=O)NCCc2cccs2)CC2Cn3c(nc4ccccc43)C21 (stereo not given)
    . | . | 5% | 3 | 756 | . | . | -0.5% | -2% | 9%
O=C(CN(c1ccc(F)cc1)S(=O)(=O)c1ccc2c(c1)OCCO2)NCc1ccccc1
    -3.6% | 0% | -5% | 10 | 801 | 1.1 | -2% | 0.1% | 6% | 0%
CCNC(=O)OCc1cn(-c2ccc(Cl)cc2)nn1
    -5.1% | 5% | 8% | . | . | 1.1 | 1% | 0.6% | 8% | 2%
C/C(=N\NC(=O)C(=O)N/N=C(\C)c1cccc(O)c1)c1cccc(O)c1
    -2.7% | -1% | 0% | -14 | 746 | 0.5 | 1% | 1.9% | 11% | 2%
COc1ccc(/C=C2\N=C3CCCCCN3C2=O)cc1OC
    -4.7% | 1% | 35% | . | . | 1 | -4% | -0.8% | 9% | 0%
NC(=O)SCC(=O)Nc1ccccc1C(=O)O
    . | . | 10% | 18 | 758 | . | . | 0.1% | 0% | 8%
COc1ccc(N2CCN(C(=O)c3ccc(C(C)(C)C)cc3)CC2)cc1
    -8.8% | -18% | 1% | 6 | 849 | 1.1 | 3% | -0.3% | 2% | 1%
CCCCOC(=O)C(C)Nc1n[nH]c(=O)[nH]c1=O (stereo not given)
    0.6% | 0% | 0% | . | . | 0.8 | 1% | 0.6% | 1% | 1%
COc1cccc(C2Nc3cc(Cl)c(S(N)(=O)=O)cc3S(=O)(=O)N2)c1 (stereo not given)
    -2.5% | 8% | -7% | 4 | 754 | 0.7 | 12% | 3.5% | 6% | -1%
Cc1csc(NC(=O)CSc2nnc(-c3ccc(S(=O)(=O)N4CCCC4)cc3)o2)n1
    -3.4% | 1% | 20% | . | . | 1.1 | 4% | -0.8% | 5% | 6%
COC(=O)c1ccc(CN2C(=O)NC3(CCCCC3)C2=O)cc1
    -2.6% | 0% | 0% | 30 | 705 | 1.1 | 3% | -0.4% | 2% | 3%
COC(=O)[C@@H]1C[C@@]2(O)[C@@H](O)[C@@H](O)[C@@H](O)C[C@H]2N1Cc1cc(OC)cc(OC)c1
    . | . | -4% | -10 | 636 | . | . | -0.3% | 7% | -1%
COc1ccccc1NS(=O)(=O)c1ccc2c(c1)n(C)c(=O)n2C
    -3.9% | 7% | -7% | -4 | 735 | 1 | 7% | 0.3% | 0% | 3%
O=C(CNCc1ccc(F)cc1)Nc1ccccc1-c1ccccc1
    -4.3% | 6% | 2% | 0 | 696 | 1.1 | -1% | 0.0% | 1% | -6%
Cc1ccc(OCc2nnc(SCCN3CCOCC3)n2C)cc1
    -4.0% | 3% | 1% | . | . | 1 | -4% | -0.4% | 7% | 0%
CCCOc1ccc(/C=C/C(=O)Nc2ccc([N+](=O)[O-])cc2C)cc1OC
    -7.1% | 14% | -4% | . | . | 1 | 17% | 0.3% | 8% | 1%
Cc1ccc(NC(=O)Nc2ccc(F)cc2)cc1Cl
    -8.4% | 0% | -14% | 3 | 628 | 1.1 | -1% | -0.2% | -3% | -4%
NC(=O)c1c(NC(=O)CN2CCCC2)sc2c1CCCC2
    -1.5% | 17% | 3% | 6 | 692 | 1.1 | 24% | 0.0% | -7% | 0%
FC(F)c1nnc2c(Cl)cc(C(F)(F)F)cn12
    -6.0% | -7% | -9% | -3 | 715 | 1.1 | -6% | 1.2% | -6% | 1%
O=C(O)/C=C/C(=O)Nc1ccccc1SC(F)(F)F
    -2.6% | -16% | 16% | 10 | 721 | 1 | -3% | -0.2% | 6% | 4%
Cc1nnc(SCC(=O)NC(=O)NC(C)(C)C)n1N
    -4.4% | 3% | 0% | . | . | 1.1 | 6% | -0.3% | 12% | 0%
C=CCNC(=O)c1ccccc1NC(=O)c1ccc(Cl)c(S(=O)(=O)Nc2cc(C)ccc2C)c1
    -7.3% | 4% | -6% | . | . | 1.1 | 13% | 3.0% | 3% | -3%
Cn1c(=O)oc2cc(S(=O)(=O)NCCC(=O)N3CCc4ccccc4C3)ccc21
    -2.4% | 9% | 5% | -2 | 782 | 1.2 | 15% | 8.4% | 3% | 2%
Cc1ccc(C(=O)Nc2ccc(C)c(S(=O)(=O)N(C)C)c2)s1
    -4.8% | -12% | -24% | -10 | 459 | 1.1 | 4% | 2.2% | 4% | -3%
O=C(c1ccc(Oc2ccc(C(F)(F)F)cn2)cc1)N1CCN(c2ccccc2)CC1
    -2.5% | 6% | -12% | . | . | 1.1 | -4% | -1.4% | 8% | -2%
CCOC(=O)c1c(C)n2c3c(cc(C)cc13)CCC2
    -2.9% | -4% | 0% | -2 | 622 | 1.1 | 2% | 0.1% | -2% | -1%
COc1ccccc1Nc1nc(N)nc(CN2CC(C)CC(C)C2)n1 (stereo not given)
    -0.5% | -6% | 2% | 7 | 773 | 1 | -5% | 0.1% | 2% | -1%
COC(=O)c1ccc(COC(=O)CNC(=O)c2ccco2)cc1
    -5.8% | 2% | -1% | 2 | 781 | 1.1 | 11% | 0.0% | 6% | -4%
CCOc1ccc(NC(=O)CSc2nc3nc4c(cc3c(=O)n2CC)COC(C)(C)C4)cc1
    . | . | 3% | -24 | 750 | . | . | . | 8% | 12%
Cc1nc(-c2ccc(S(=O)(=O)Nc3cc(S(=O)(=O)N(C)C)ccc3C)s2)cs1
    . | . | 3% | 3 | 729 | . | . | -0.5% | 18% | -3%

(further entries)
Values in the order: XIAP antagonists | PMI inhibition | P. falciparum M17LAP | Lipid droplet | Lipid droplet cells 6.5 µM | TNAP activators | PMI inhibitors | K1F lysis inhibition | M1AAP inhibition | SIAH1 antagonists
O=C(N1CCN(c2cccc(Cl)c2)CC1)C1(S(=O)(=O)c2ccc(Cl)cc2)CC1
    -4.2% | 4% | 0% | 7 | 753 | 1 | 11% | 0.0% | 7% | -1%
O=C(Nc1ccccc1C(=O)O)c1ccc(Br)o1
    -0.1% | -2% | 18% | . | . | 1.1 | 0% | 0.0% | 0% | 5%
COc1ccccc1NS(=O)(=O)c1cccc(C(=O)N/N=C/c2c(C)nn(-c3ccccc3)c2N2CCCC2)c1
    -6.2% | 18% | 14% | -22 | 606 | 1 | 9% | 2.3%[50 µM] | 4% | -7%
O=C(NCc1ccc2c(c1)OCO2)C1CC(c2cccc(Br)c2)=NO1 (stereo not given)
    -2.2% | 10% | 4% | . | . | 1.1 | 19% | -1.2% | 1% | 2%
CC(C)=CCC1=C(OCC(=O)O)C(=O)c2ccccc2C1=O
    . | . | -3% | 0 | 737 | . | . | 0.1% | 10% | 11%
Cc1ccccc1C(=O)Oc1cc(N)n(S(=O)(=O)c2ccccc2)n1
    -3.9% | 2% | 1% | 11 | 697 | 1.1 | 3% | 0.0% | -4% | 4%

Rows were taken by chance; overall some 1.9% were active at least once.
